# GPR35 arrestin U2OS = inhibition of zaprinast-stimulated GPR35 beta-arrestin translocation – imaging, U2OS, beta-arrestin-GFP, zaprinast agonist, primary screen (AID 2058). one-dose inhibition, % at 10 µM; IC50 in µM for titrated hits. U2OS GPR35 beta-arrestin-GFP translocation imaging, zaprinast antagonism; higher % means a stronger effect. 290,000 compounds, 0.052% hits;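 active means inhibition of at least 50% with at least 30 cells and total cytoplasm GFP at most 10,000,000; inconclusive means under 30 cells or total GFP of 10,000,000 plus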
# NOD1 inhibition = inhibition of NOD1-driven NF-kB reporter – cell-based, luminescence, uHTS, primary screen (AID 1578) | one-dose inhibition, % at 4 µM; EC50 in µM for titrated hits | 290,000 compounds, 1% hits | NOD1-driven NF-kB luciferase reporter cells, luminescence; higher % means a stronger effect; in the data active means inhibition mostly above about 36%, no sharp cut-off; inactive means mostly below about 34%;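 further: HEK-293T reporter cells stimulated with the NOD1 agonist gamma-tri-DAP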
# KOR beta-arrestin-1 = KOR agonists, beta-arrestin recruitment, primary screen, cell-based, luminescence, uHTS (AID 1777); activation, % at 10 µM, or EC50 in µM where a hit was titrated; KOR beta-arrestin recruitment, luminescence; higher % means a stronger effect; 280,000 compounds, 0.02% hits; in the data active means activation above about 50%, passing the limit was not always enough; further: a part of the inactive calls stands beside numbers as strong as those of hits
# GPR55 antagonists = inhibition of LPI-stimulated GPR55 beta-arrestin translocation – imaging, U2OS, beta-arrestin-GFP, LPI agonist, primary screen (AID 2013) | U2OS GPR55 beta-arrestin-GFP translocation imaging, LPI antagonism; higher % means a stronger effect | inhibition, % at 10 µM; hits with a dose series show IC50 in µM | 290,000 compounds, 0.13% hits;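 active means spots per cell inhibited over 60%, with over 100 cells counted and total cytoplasm intensity under 500,000; inconclusive means wells with under 100 cells, flagged as likely toxic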;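 further: U2OS cells stably carrying GPR55 and arrestin-GFP stimulated by 5 µM LPI near EC80; imaged beta-arrestin-GFP aggregate spots per cell after agonist stimulation; plate controls were LPI-stimulated DMSO wells for no effect and DMSO wells without LPI for full effect; some results filed as inactive read as strong as hits; confirmed hits need IC50 under 10 µM and bright autofluorescent wells are also inconclusive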
# GPR55 beta-arrestin = selective activators of receptor GPR55 – imaging, U2OS cells, beta-arrestin-GFP redistribution, primary screen (AID 1961); 290,000 compounds, 0.048% hits; activation, % at 10 µM; hits with a dose series show EC50 in µM; U2OS GPR55 beta-arrestin-GFP redistribution imaging; higher % means a stronger effect;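 active means activation above 40% with more than 50 cells counted in the well; inconclusive means wells holding fewer than 50 cells, flagged as toxic or sparse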;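 further: U2OS osteosarcoma cells stably expressing GPR55 and beta-arrestin-GFP; plate controls were DMSO negative control for no effect and LPI positive control for full effect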
# NS5 inhibitors = Dengue-2 NS5 methyltransferase inhibitors, primary screen, biochemical, confirmation dose response (AID 588689). Dengue-2 NS5 methyltransferase capping enzyme assay, biochemical; higher % means a stronger effect. 340,000 compounds, 0.3% hits. inhibition, % at 25 µM; hits with a dose series show IC50 in µM; in the data active means a potency from the dose series; inconclusive means inhibition above about 29% without an active follow-up result
# HIV fusion peptide = cell-free HIV fusion peptide-binding blockers – biochemical, uHTS, fluorescence dequenching, primary screen (AID 1986); cell-free peptide binding, fluorescence dequenching, 30 min; higher % means a stronger effect; one-dose inhibition, % at 20 µM; IC50 in µM for titrated hits; 290,000 compounds, 0.3% hits; in the data active means inhibition mostly above about 52%, no sharp cut-off; inactive means mostly below about 76%; further: some results filed as inactive read as strong as hits
# KOR beta-arrestin-2 = KOR antagonists, beta-arrestin recruitment, cell-based, luminescence, uHTS (AID 1778); one-dose inhibition, % at 10 µM; IC50 in µM for titrated hits; KOR beta-arrestin recruitment, luminescence, antagonist mode; higher % means a stronger effect; 290,000 compounds, 0.091% hits; in the data active means inhibition above about 50%; further: strong numbers were not always called active
# West Nile virus CPE = inhibition of WNV-induced cytopathic effect – cell-based, CPE readout (AID 1621) | CPE inhibition, % at 10 µM, or IC50 in µM where a hit was titrated | West Nile virus-infected cells, CPE inhibition; higher % means a stronger effect | 290,000 compounds, 0.02% hits; in the data active means a potency from the dose series; inconclusive means CPE inhibition mostly from about 3.7% at the one dose, without a potency; inactive means the rest, 99 in 100 with CPE inhibition below about 2.2%; further: strong numbers were not always called active
# NS5 inhibitors pilot replicate = also measured in NS5 inhibitors; calls as there; inhibition, %; measured here: pilot screen replicate inhibition
# * = called active by the depositor; ? = inconclusive; nt = not tested or not shown; [ ] = remark or other dose. Some of the compounds tested (hit frequency here may not be typical).
SMILES,GPR35 arrestin U2OS,NOD1 inhibition,KOR beta-arrestin-1,GPR55 antagonists,GPR55 beta-arrestin,NS5 inhibitors,HIV fusion peptide,KOR beta-arrestin-2,West Nile virus CPE,others
CC(=O)Nc1ccc(S(=O)(=O)N2CCN(C(=O)c3ccco3)CC2)cc1,-1%,2%,-2.5%,97%,0.2%,-1%,1.7%,-3%,0.5%,
N#C/C(C(=O)N1CCOCC1)=c1\s/c(=C/c2ccncc2)c(=O)n1-c1ccccc1,-5%,5%,-9.1%,1%,0.1%,nt,-8.8%,-32%,nt,
COc1ccc(S(=O)(=O)N2Cc3ccccc3CC2C(=O)Nc2ccc(O)cc2)cc1OC (stereo unspecified),-4%,-13%,-3.8%,-8%,-0.3%,-1%,-3.3%,1%,0.1%,
Cn1c(C(=O)N2CCc3ccccc3C2)cc2c(=O)n3ccccc3nc21,-12%,-1%,6.4%,-14%,0.5%,8%,1.0%,-8%,0.1%,
CCOC(=O)C1CCCN(S(=O)(=O)c2c(C)c(C)cc(C)c2C)C1 (stereo unspecified),2%,-16%,-1.2%,6%,-0.3%,-6%,1.1%,-3%,0.1%,
Cc1ccc(NC(=O)C(=O)NCc2ccncc2)cc1,-5%,-4%,6.2%,0%,-0.5%,-5%,-2.8%,-44%,-0.3%,
CN(C)CCCNC(=O)CCc1ncc(C(F)(F)F)cc1Cl,-8%,-48%,2.3%,1%,-0.3%,-4%,-0.6%,-32%,-0.2%,
O=C(CCCn1c(=S)[nH]c2ccccc2c1=O)N1CCN(c2cccc(Cl)c2)CC1,5%,3%,0.8%,3%,0.8%,0%,1.8%,4%,0.5%,
Cc1ccc(NC(=O)CSc2nnc(C)c(=O)n2N)c(C)c1,-8%,5%,-2.6%,2%,-0.1%,-3%,-5.1%,-13%,-0.1%,
COc1ccc(N(C)C2=NS(=O)(=O)c3ccccc32)cc1,3%,18%,1.8%,-32%,-0.1%,2%,-1.6%,-13%,1.6%,
COc1ccc(C2C(C#N)=C(N)Oc3cc(O)ccc32)cc1OC (stereo unspecified),1%,-3%,-4.2%,14%,-0.1%,-9%,-1.5%,-6%,-0.3%,
CC1(C)Cc2c(c(-c3ccccc3Cl)[nH]c(=O)c2C#N)CO1,0%,-9%,-3.6%,-12%,-0.4%,2%,-1.6%,0%,0.2%,
C(=C\c1ccccc1)/CNn1cnnc1,4%,0%,1.5%,12%,0.3%,-2%,-2.1%,-14%,-0.2%,
Cc1cc(C)cc(C(=O)Nn2cnnc2)c1,-2%,-22%,9.8%,0%,-0.1%,8%,-1.5%,3%,-0.1%,
Cn1c(=O)cc(OCCCC(=O)N2CCN(c3ccccc3)CC2)c2ccccc21,16%,15%,0.7%,-1%,-0.1%,-3%,-1.2%,21%,nt,
Cc1cc(=O)n2[nH]c(-c3cccnc3)nc2n1,3%,1%,2.4%,1%,-0.1%,nt,-1.2%,-10%,nt,
CC1CCCCN1CCCNC(=O)C1CCCN(c2ncnc3c2nc2n3CCCCC2)C1 (stereo unspecified),-10%,-8%,5.2%,-6%,-0.1%,-1%,0.2%,-34%,0.1%,
CCN1CCN(CCCNC(=O)C2CCCN(c3nc4c(C)cc(C)cc4s3)C2)CC1 (stereo unspecified),-1%,-21%,-6.4%,-9%,0.7%,-1%,-1.1%,-14%[20 µM],25µM*,
COc1ccc(CNc2oc(C)nc2C#N)cc1,13%,-31%,-3.8%,5%,-0.1%,-1%,0.0%,38%,-0.1%,
O=C(NN=C(Cc1ccccc1)Cc1ccccc1)c1ccccc1O,-6%,-25%,-0.4%,-8%,0.6%,nt,4.4%,8%,0.1%,
Cc1nc(NC(=O)c2oc3ccccc3c2C)sc1C(=O)N(C)C,25%,-16%,4.4%,6%,0.2%,-10%,-0.7%,-60%,nt,
O=C1CSC(c2cccc(F)c2)N1c1ccc(O)cc1 (stereo unspecified),-4%,-13%,-2.3%,5%,-0.1%,-5%,-1.1%,16%,-0.8%,
CCCn1c(SCC(=O)N(CC)CC)nnc1-c1ccncc1,-2%,-21%,5.3%,0%,-0.3%,-8%,2.7%,-10%,-0.9%,
COCCN(CC1CCCN(C2Cc3ccccc3C2)C1)C(=O)CCC(N)=O (stereo unspecified),-6%,-19%,-1.3%,15%,0.2%,-2%,-0.7%,12%,-1.0%,
O=C(/C=C/c1ccccc1)OCCCN=C1NS(=O)(=O)c2ccccc21,-11%,-29%,-5.5%,9%,0.2%,1%,-1.0%,-53%[20 µM],0.0%,
CC(C)c1c(C(=O)N/N=C/c2cccc3ccccc23)nnn1-c1nonc1N,6%,-7%,4.2%,-12%,0.3%,-5%,0.3%,-34%,0.5%,
O=C(CCc1ccccc1O)NC1CCCc2ccccc21 (stereo unspecified),-6%,-2%,-2.1%,7%,-0.1%,-3%,0.9%,20%,-0.8%,
O=C(NC(CO)(CO)CO)c1coc(=O)c(Br)c1,3%,-8%,-0.6%,13%,-0.1%,-7%,-1.2%,-15%,0.2%,NS5 inhibitors pilot replicate=-3.6
CCN(CC)C(=O)Cn1cc(C(=O)C(=O)N2CCN(c3ccccc3)CC2)c2ccccc21,4%,-18%,6.2%,-5%,-0.2%,-4%,-0.1%,-29%,-0.4%,
CC(C)CC(=O)Nc1ccc(F)c(Cl)c1,-29%,14%,-4.4%,6%,0.9%,-2%,2.7%,-13%,-0.1%,
C=CCn1c(Cc2csc(N)n2)nnc1SCc1ccc(C(=O)OC)cc1,2%,-18%,4.4%,0%,0.0%,-6%,-1.1%,-4%,-0.4%,
CCOC(=O)c1ccc(-n2nc(C)cc2C)cc1,-16%,-8%,5.1%,2%,-0.2%,-1%,1.4%,-9%,0.8%,
CC(C)Cc1nnc(NC(=O)CCC(=O)Nc2ccc3cn[nH]c3c2)s1,12%,-5%,-2.6%,-3%,0.0%,-9%,0.8%,5%,0.2%,
Cc1cc(N2CCCCC2)nc(N)n1,-1%,-47%,0.7%,4%,-0.3%,0%,-0.9%,2%,-0.4%,
CNS(=O)(=O)c1cccc(C(=O)OCC(=O)NC2CCCC2)c1,6%,-16%,3.6%,5%,-0.1%,-3%,-2.2%,3%,0.3%,
CCN(CC)S(=O)(=O)N1CCC(C(=O)NCCN2CCOCC2)CC1,-11%,-7%,5.2%,-16%,-0.2%,-2%,6.1%,-29%,0.7%,
CCCNC(=O)COC(=O)c1cc(SC)ccc1Cl,-9%,3%,-5.3%,7%,-0.1%,-5%,1.1%,1%,-0.5%,
COC(=O)c1cccc(NC(N)=S)c1,-9%,-28%,-3.5%,-10%,-0.1%,2%,2.0%,0%[20 µM],0.6%,
Cc1cc(N2Cc3ccccc3C2)ccc1C=O,-5%,-7%,3.3%,-5%,-0.1%,-9%,-0.2%,12%,0.1%,NS5 inhibitors pilot replicate=-5.5
CCc1ccc(O)c(N=Cc2ccccc2O)c1,4%,9%,-5.2%,5%,-0.1%,-10%,8.3%,13%,-0.1%,
COc1cccc(-c2csc(N3CCN(C(=O)Nc4ccc(Cl)cc4)CC3)n2)c1,16%,-34%,nt,24%,0.2%,-17%,1.1%,-50%[20 µM],-0.8%,
O=[N+]([O-])c1ccc(C2CC(c3ccccc3)=Nc3ccccc3S2)cc1 (stereo unspecified),15%,-6%,5.9%,14%,-0.1%,-25%,-1.9%,34%,?,
COc1ccc(NS(=O)(=O)c2cc(NC(=O)c3nc4nc(C)cc(C)n4n3)ccc2C)cc1,-3%,-20%,2.4%,-1%,0.5%,-12%,-1.5%,2%,-0.3%,
CC(C)N(C(=O)Cc1ccccc1[N+](=O)[O-])C(C)C,-1%,-1%,-3.9%,3%,0.2%,-4%,-1.8%,-6%[20 µM],0.2%,
O=C(O)CCc1ccc(-c2cccs2)n1-c1ccc(C(=O)O)cc1,13%,-9%,1.9%,-10%,0.9%,5%,2.3%,9%,-0.5%,
COc1cc(-c2noc(C3CCCN(C(=O)c4ccccc4)C3)n2)cc(OC)c1OC (stereo unspecified),-14%,-12%,-2.2%,-10%,0.2%,2%,-0.9%,-3%[20 µM],-0.3%,
O=C(CN1CCOCC1)Nc1c(-c2ccccc2)c2cc(Br)ccc2[nH]c1=O,-7%,nt,-2.0%,9%,0.3%,1%,1.0%,5%,0.3%,
CCOC(=O)CCn1nc(-c2ccc(Cl)cc2)cc1N,2%,-15%,-14%,4%,-0.1%,1%,2.3%,32%,0.2%,
FC(F)(F)c1ccncc1-c1nnnn1-c1ccc(Cl)cc1,14%,10%,3.1%,-12%,-0.1%,-5%,-0.2%,-18%,-0.8%,
Cc1cc(Nc2ccc([N+](=O)[O-])cc2)nc2ccccc12,23%,-49%,-5.4%,7%,0.3%,1%,1.6%,-38%[20 µM],-1.1%,
COc1cc(C(=O)c2nccc3cc(OC)c(OC)cc23)c([N+](=O)[O-])cc1OC,-2%,-37%,-2.0%,-5%,0.0%,-7%,-3.0%,36%,-1.0%,
CC(=O)NS(=O)(=O)c1ccc(NC(=O)c2cccc(S(=O)(=O)N3CCc4ccccc43)c2)cc1,0%,-43%,-5.2%,-6%,-0.5%,-3%,4.5%,-10%,0.5%,
CCN1CCN(CC(=O)N2c3ccccc3Sc3ccccc32)CC1,10%,-6%,-5.4%,10%,0.3%,-12%,-0.7%,28%,-0.6%,
CC(C)COc1ccc(CNC(=S)N/N=C/c2ccc([N+](=O)[O-])cc2)cc1,4%,-4%,1.7%,16%,-0.1%,-5%,-2.0%,-7%,-0.3%,
COC(=O)CNC(=O)CNC(=O)Nc1ccccc1Cl,17%,-13%,98%,-6%,-0.1%,-8%,3.1%,2%,0.4%,
COC(=O)CN1C(=O)c2cccc3cccc1c23,15%,-1%,-0.5%,-2%,0.7%,-9%,-0.5%,-4%,-0.3%,
Cc1ccc(-n2c(-c3cccnc3)n[nH]c2=S)c(C)c1,8%,3%,-8.2%,11%,-0.1%,-6%,3.2%,2%,0.1%,
COc1ccc(-c2noc(C)c2-c2ccc3ccccc3n2)c(O)c1,5%,-10%,-1.4%,3%,-0.1%,-2%,-0.1%,-17%,-0.1%,
C/C(=N\NC(=O)c1c(C)nc2ccccn12)c1ccccc1F,7%,-3%,-2.3%,-1%,0.2%,-4%,-1.8%,-8%,-0.4%,

# Source: PubChem (several laboratories)
